# Source: PubChem (several laboratories)
# NR2E3 ag-1: agonists of human nuclear receptor NR2E3. Q9Y5X4. GST-NR2E3/biotin-RetCOR TR-FRET, 1536-well. inhibition of corepressor binding, % at 4.78 µM. 320,000 compounds, 0.12% hits. AID 2300;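 active = percent inhibition above the cutoff of mean plus 3 SD of all tested compounds, set per screening campaign, cut at about 20% in these data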;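 note: 0% = DMSO wells and 100% = biotin wells as full block of FRET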
#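 system = GST-tagged NR2E3 plus biotinylated RetCOR corepressor | input = 1.35 nM GST-NR2E3 | also added = 7 nM biotin-RetCOR | schedule = 5 h incubation at 4 °C | measured by = TR-FRET with europium anti-GST and streptavidin-D2, 340 nm excitation | read-out = percent loss of FRET ratio relative to control wells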
# HIF-2a inh: inhibitors of HIF-2a | 786-0 RCC cells HIF-2a reporter, luciferase luminescence, overnight | inhibition, % at 18.8 µM | 360,000 compounds, 0.72% hits;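 active = inhibition of the luminescence signal of 40% or more relative to plate controls, in a single-dose primary screen at 18.75 µM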
# hiPSC survival: hiPSC single-cell survival enhancement | ATPlite luminescence; 100% = ROCK inhibitor wells, 0% = DMSO | survival enhancement, % at 20 µM | 360,000 compounds, 0.044% hits | AID 602274; in the data active = survival enhancement above about 18%;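 note: cells exposed to compounds for 16 hours before the ATP read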
# PDI inh: PDI (human) enzyme inhibition | PDI insulin aggregation turbidity, A650, 90 min | inhibition, % at 10 µM | 350,000 compounds, 0.052% hits;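 active = mean inhibition across replicates of 30% or more, whatever share of single replicates reach that level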;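 note: absorbance from insulin aggregation driven by PDI reduction with DTT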
# Target sequence (P07237 whole entry, looked up): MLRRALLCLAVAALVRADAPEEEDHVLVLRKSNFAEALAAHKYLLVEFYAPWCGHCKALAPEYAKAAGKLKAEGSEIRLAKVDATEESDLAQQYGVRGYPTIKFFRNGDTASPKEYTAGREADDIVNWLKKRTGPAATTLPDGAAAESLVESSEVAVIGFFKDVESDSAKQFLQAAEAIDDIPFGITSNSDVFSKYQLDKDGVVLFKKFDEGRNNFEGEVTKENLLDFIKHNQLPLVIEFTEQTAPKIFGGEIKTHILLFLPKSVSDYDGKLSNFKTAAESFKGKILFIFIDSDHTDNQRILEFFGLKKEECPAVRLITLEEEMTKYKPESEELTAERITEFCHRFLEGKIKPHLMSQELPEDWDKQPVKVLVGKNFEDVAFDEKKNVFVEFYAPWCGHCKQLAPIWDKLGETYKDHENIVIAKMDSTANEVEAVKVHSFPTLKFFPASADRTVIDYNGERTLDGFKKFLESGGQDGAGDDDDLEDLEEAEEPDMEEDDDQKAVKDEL
# CaV13 FRET inh: Disruptors of the CACNA1D IQ motif to Ca2+-dependent inactivation inhibitor domain association, primary screening, Förster resonance energy transfer in intact living … | 340,000 compounds, 0.098% hits | inhibition, % at 12.3 µM | HEK cells, CFP/YFP FRET ICDI-IQ, plate reader, 10 min; percent FRET-ratio fall versus neutral wells;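 active = mean replicate inhibition of at least 30% and at least 1% of replicates passing that level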;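 note: 0% = median of the neutral control wells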
# Peg3 prom inh: inhibitors of Peg3 promoter | inhibition, % at 20 µM | HeLa PEG-Prom luciferase reporter, luminescence, overnight | 360,000 compounds, 1.7% hits;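 active = inhibition of at least 50% at 20 µM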
# NR2E3 ag-2: activates human NR2E3 receptor | Q9Y5X4 | CHO-S Gal4-NCOR/VP16-NR2E3 two-hybrid, luciferase | inhibition of corepressor binding, % at 3.98 µM | 360,000 compounds, 0.35% hits | AID 602229;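 active = inhibition above the mean of all tested compounds plus 3 SD, cut at about 70% in these data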;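 note: 0% = DMSO with NR2E3 transfected cells and 100% = cells lacking NR2E3 construct; higher means lower luciferase signal from less NR2E3 corepressor binding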
# TRPM1 prom inh: inhibitors of MITF-driven TRPM1 promoter in melanoma cells | SK-MEL-5 TRPM1 promoter luciferase, 24 h | inhibition, % at 12.5 µM | 330,000 compounds, 0.83% hits;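 active = mean inhibition across replicates of 60% or more, whatever share of single replicates reaches that level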; note: values of inactives mirror those of a sister screen read the other way
# HTR2A ag: mouse HTR2A agonism via beta-arrestin recruitment; P35363; CHO-K1 mHTR2A beta-arrestin complementation, luminescence; percent of 30 µM serotonin response; activation, % at 7.6 µM; 360,000 compounds, 0.66% hits;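 active = activation above a run cutoff, the mean activation of all tested compounds plus 3 SD, cut at about 14% in these data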;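 note: 0% = plate median of compound wells and 100% = 30 µM serotonin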
# Target sequence (P35363 whole entry, looked up): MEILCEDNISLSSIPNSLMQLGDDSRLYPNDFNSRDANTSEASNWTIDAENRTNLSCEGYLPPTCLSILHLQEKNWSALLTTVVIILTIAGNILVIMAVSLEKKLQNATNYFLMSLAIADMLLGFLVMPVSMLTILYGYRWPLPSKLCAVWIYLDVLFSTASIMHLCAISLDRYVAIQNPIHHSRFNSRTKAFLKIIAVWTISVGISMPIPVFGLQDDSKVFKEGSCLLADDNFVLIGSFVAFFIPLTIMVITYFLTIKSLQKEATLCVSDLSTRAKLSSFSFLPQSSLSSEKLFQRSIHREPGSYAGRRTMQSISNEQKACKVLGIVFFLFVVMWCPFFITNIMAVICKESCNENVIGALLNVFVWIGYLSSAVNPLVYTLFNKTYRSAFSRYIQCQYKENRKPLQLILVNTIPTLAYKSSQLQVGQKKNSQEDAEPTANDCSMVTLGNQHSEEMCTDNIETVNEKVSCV
# Shn3 3UTR inh: inhibitors of Schnurri-3 3'UTR reporter in osteoblasts. inhibition, % at 12.5 µM. Clone20 osteoblast Shn3 3'UTR firefly luciferase, 24 h. 360,000 compounds, 0.52% hits;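 active = mean inhibition of at least 75% with every replicate also reaching 75%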;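 note: 0% = median of neutral control wells and 100% = pilot-screen positive control compound; some compounds past the cut are filed as inactive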
# Cardio protect: modulators protecting cardiomyocytes from myocardial damage | protection from H2O2 cell death, % at 20 µM | 360,000 compounds, 0.63% hits | H9c2 cardiomyocytes, H2O2 injury protection, ATPLite, 2 h | AID 588492;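 active = compounds giving at least 50% protection of heart cells from peroxide-induced death in the single-dose screen, raw or plate-pattern-corrected value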;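 note: 0% = DMSO wells with peroxide and 100% = DMSO wells without peroxide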
# Numbers without * were called inactive; . = no result given.
# Preview:
SMILES,NR2E3 ag-1,HIF-2a inh,hiPSC survival,PDI inh,CaV13 FRET inh,Peg3 prom inh,NR2E3 ag-2,TRPM1 prom inh,HTR2A ag,Shn3 3UTR inh,Cardio protect
CC1(c2nnc(Cc3ccccc3)o2)CC(c2ccccc2)=NO1 (stereo unspecified),7,-14,-3.7,-4,-4,-3,-13,-2,-5,-3,4
Cc1onc(-c2ccccc2)c1C(=O)c1c[nH]c(C(=O)NCc2ccncc2)c1,0,13,0.2,-3,-3,20,-21,-7,-8,-8,-2
NS(=O)(=O)c1ccc(CCNC(=S)NC(=O)c2ccccc2Br)cc1,.,3,5.3,4,-7,1,15,-2,-7,46,-3

# The whole of this part, from the start:
SMILES,NR2E3 ag-1,HIF-2a inh,hiPSC survival,PDI inh,CaV13 FRET inh,Peg3 prom inh,NR2E3 ag-2,TRPM1 prom inh,HTR2A ag,Shn3 3UTR inh,Cardio protect
CC1(c2nnc(Cc3ccccc3)o2)CC(c2ccccc2)=NO1 (stereo unspecified),7,-14,-3.7,-4,-4,-3,-13,-2,-5,-3,4
Cc1onc(-c2ccccc2)c1C(=O)c1c[nH]c(C(=O)NCc2ccncc2)c1,0,13,0.2,-3,-3,20,-21,-7,-8,-8,-2
NS(=O)(=O)c1ccc(CCNC(=S)NC(=O)c2ccccc2Br)cc1,.,3,5.3,4,-7,1,15,-2,-7,46,-3
COc1cc(C2Nc3ccccc3NC3=C2C(=O)CC(c2ccc(OC)c(OC)c2)C3)ccc1O (stereo unspecified),-2,11,-0.7,9,-2,-3,-28,5,-5,-13,2
O=C(O)c1ccccc1NCc1cccnc1,0,-414,-0.1,-4,-3,-375,5,.,8,-90,-3
COC(=O)C(CCCN1C(=O)c2ccccc2C1=O)(NC(C)=O)c1nnn(C)n1 (stereo unspecified),-4,15,0.3,7,-2,-16,-27,6,-2,7,3
O=C(CCC(=O)c1ccc(F)cc1)Nc1cccc(C(F)(F)F)c1,2,0,-1.4,0,-6,1,-9,0,6,27,-4
O=C(C1CCN(CC2CCCCC2)CC1)N1CCCC1,-1,-4,1.3,7,-8,3,11,0,-5,10,1
O=C(Cn1cnc(S(=O)(=O)N2CCCC2)c1)Nc1cccc(F)c1,-1,-2,-0.3,11,-2,-20,7,6,4,-6,9
O=C(NCc1ccccc1)c1cc2ccccc2oc1=O,5,-71,-0.6,18,-21,-167,-1,-59,4,-29,-3
COc1ccccc1N1CCN(C(=O)c2ccccc2NC(=O)C2CCCCC2C(=O)O)CC1 (stereo unspecified),0,8,0.2,-16,-3,5,5,7,1,2,9
CC1=C(C(=O)NC2CCCc3c2cnn3-c2cccc(C)c2C)OCCO1 (stereo unspecified),1,10,-0.6,9,-11,13,80*,15,3,84,-13
CC1(c2nnnn2-c2ccc3c(c2)OCCO3)CCC(=O)N1Cc1cccc(C(F)(F)F)c1 (stereo unspecified),.,-9,0.6,.,-10,.,8,.,1,.,.
CCN(CC)S(=O)(=O)c1ccc(N2CCN(C)CC2)c(NC(=O)COc2ccc(F)cc2Cl)c1,-2,8,-0.5,-1,-7,-17,3,-1,-12,5,1
CC(=O)Nc1ccc(S(=O)(=O)Nc2cccc(C(=O)NC(C)(C)C)c2)cc1,3,20,-1.7,6,-1,3,-5,4,-3,-13,-17
COc1ccc(N(C(C)C(=O)Nc2ccc(S(=O)(=O)N3CCOCC3)cc2)S(C)(=O)=O)cc1 (stereo unspecified),1,13,1.1,-2,-5,13,-22,6,-2,16,-11
CC1CCCC(NC(=O)COC(=O)[C@@H](NC(=O)c2ccco2)C(C)C)C1C (stereo partly specified),-1,16,3.2,-16,-19,18,-4,2,2,-2,0
CC1(C(=O)NCc2cccc3ccccc23)CCN1Cc1cccc2c1OCO2 (stereo unspecified),.,8,1.3,0,-11,4,-13,.,-5,4,-5
FC(F)(F)c1nnc2sc(-c3ccncc3)nn12,-1,17,2.8,-1,-5,-2,-4,2,2,-5,6
O=C(c1ccc(F)cc1)C1CCN(C(=S)NCC2CCCO2)CC1 (stereo unspecified),-1,-7,-0.2,2,-6,6,-13,5,-7,14,-10
NC1=NC2(CCC(c3ccccc3)CC2)n2c(nc3ccccc32)N1 (stereo unspecified),0,-4,-1.6,0,.,31,-3,2,-1,9,-7
O=C(CSc1nnnn1C1CCCC1)N1CCCCC1,.,-156,-0.5,1,-4,-183,-72,-29,-1,-84,0
COc1ccc(CNC(=O)C2CCN(C(=O)N(C)C)CC2)c(OC)c1,2,-4,-0.3,20,-4,-2,9,-6,5,-35,8
CC1CCCCN1CCNC(=O)c1cnn2ccccc12 (stereo unspecified),4,2,-0.2,8,-6,8,3,0,-1,-18,-11
CN(NC1OC(=O)c2ccccc21)c1ccccc1[N+](=O)[O-] (stereo unspecified),-3,-6,-0.4,14,-2,-13,5,5,8,-8,-2
COc1ccccc1-c1n[nH]nc1C1=CC(=O)C[C@H](c2ccc(F)cc2)C1,.,23,-1.0,2,-7,28,-37,.,-5,7,8
Cc1ccc(NC(=O)CSc2nnc(CN3CCOCC3)n2C)cc1C,1,2,-3.1,3,-5,16,1,2,-1,17,-6
Cc1ccc(S(=O)(=O)N2CCC(C)CC2)cc1,-2,17,1.5,4,-6,0,-19,2,-7,13,-4
Cc1cccc(OCC(=O)NCc2nnc3ccc(C(F)(F)F)cn23)c1C,0,-5,-0.3,7,-2,1,9,3,-15,-10,11
CCCCOP(=O)(OCCCC)C(Nc1ccccc1)c1ccc2c(c1)OCO2 (stereo unspecified),2,17,0.3,1,-16,31,-4,3,0,21,5
COc1ccc(S(=O)(=O)Nc2ccccc2Cl)cc1NC(C)=O,0,9,4.6,-2,-6,17,0,-2,-2,12,-4
CCOc1ncccc1C(=O)OCC(=O)c1cccc(Br)c1,-2,6,4.5,4,-12,4,14,5,-1,-10,-5
CN(C)CCN1CCN(C2CN(Cc3cn(Cc4ccc(Cl)cc4)nn3)S(=O)(=O)C2)CC1 (stereo unspecified),.,2,-0.1,.,-7,.,-15,.,1,.,.
CCN(CC)S(=O)(=O)c1ccc(OC)c(NC(=O)C2CC(=O)N(c3ccc(C)cc3)C2)c1 (stereo unspecified),4,11,2.5,7,-7,8,15,4,1,7,2
CN(C(=O)CN1CCN(c2cc(-c3cccc4oc5ccccc5c34)ncn2)CC1)c1ccccc1,.,4,5.9,11,-6,-1,-1,.,1,7,5
O=C1CSC(c2cccnc2)N1c1cccc(Cl)c1 (stereo unspecified),2,9,0.2,5,1,12,-8,-5,2,0,5
CCOc1ccc(CNCCN2CCCC2)cc1,2,14,-0.8,7,-7,12,-10,9,-11,40,-1
CC1CCC(NC(=O)CC(C)(C)Cc2nc3ccccc3c(=O)[nH]2)CC1 (stereo unspecified),2,-43,-0.9,-1,-8,-13,-1,4,-1,10,10
CC1=C(C(=O)Nc2ccc(Cl)cc2)C(c2cccs2)n2nnnc2N1 (stereo unspecified),1,-13,3.6,-5,-4,-2,-1,2,-3,-15,1
COc1ccc(Cc2c(-c3cccc(Cl)c3)nc3c(C)cc(Br)cn23)c(C)c1,.,18,-2.4,.,-4,30,-11,.,5,39,-8
COc1ccc(Br)cc1/C(C)=N/NC1=NCCN1,0,22,-1.0,-2,-7,17,13,13,-1,46,-26
O=C(CSc1nnc(-c2cccs2)o1)N1CCc2ccccc21,3,-97,-1.4,-6,-5,-67,-63,-5,-2,-9,0
Cc1cccc(CSc2nc3c(c(=O)[nH]2)CCCC3)c1,-1,18,-1.2,-6,-5,19,-1,-11,-2,14,10
O=C(NC(=S)Nc1ccccc1Cl)c1cnn2c(C(F)(F)F)cc(C(F)(F)F)nc12,0,1,0.2,-5,-5,23,7,.,2,.,-2
O=C(CSc1ncccn1)NCC1CCCO1 (stereo unspecified),-1,7,0.5,-3,.,-13,12,-3,1,12,-1
COC(=O)CC1C(=O)NCCN1C(=O)Nc1ccc(Cl)c(Cl)c1 (stereo unspecified),1,9,3.1,-5,-6,4,7,5,6,-7,7
O=C(COC(=O)c1ccc(F)cc1Cl)NC(=O)NC1CCCC1,4,-1,-0.3,-16,-2,-10,-24,4,-6,-3,2
O=[N+]([O-])c1ccccc1NCCOc1ccccc1,3,-248,1.8,-2,-3,-311,-94,-68,-3,-82,-5
Cc1ccc(-n2nc3c(c2NC(=O)/C=C\c2ccc4c(c2)OCO4)CSC3)c(C)c1,3,20,-2.1,7,-7,17,-6,-4,1,-11,-2
CN(CC(=O)Nc1ccc(Cl)cc1)C(=O)c1sccc1-c1ccccc1,1,5,-0.2,-2,-5,9,-40,-5,0,-2,-4
# More entries:
SMILES,NR2E3 ag-1,HIF-2a inh,hiPSC survival,PDI inh,CaV13 FRET inh,Peg3 prom inh,NR2E3 ag-2,TRPM1 prom inh,HTR2A ag,Shn3 3UTR inh,Cardio protect
Cc1ccccc1Nc1nc(N)nc(COC(=O)c2ccc3c(c2)OCCO3)n1,.,-2,-1.3,20,-11,-1,6,.,-1,-10,-3
Cc1ccc(NC(=O)C(C)Sc2nnc3n2CCCCC3)cc1S(=O)(=O)N1CCOCC1 (stereo unspecified),.,13,2.7,-2,-9,8,-6,.,4,-1,2
CC1CCCN(S(=O)(=O)c2cccc3nonc23)C1 (stereo unspecified),.,22,0.3,6,-11,6,-17,7,1,-6,-6
NC(=O)C1CCN(c2nc(C3CC3)nc3c2nnn3Cc2ccccc2)CC1,-2,26,2.0,5,-7,25,-25,14,3,14,-9
CC(C)CN(C(=O)COC(=O)Cc1cccc2ccccc12)c1c(N)n(Cc2ccccc2)c(=O)[nH]c1=O,-4,25,-0.2,-2,-5,21,-13,-5,-4,-6,-3
Nc1c(C(=O)Nc2ccc(F)cc2)nnn1-c1cccc(C(F)(F)F)c1,4,-159,-0.7,-7,-2,-25,-42,-12,-1,-7,-3
Cc1cc2oc(=O)cc(CN(C)Cc3ccccc3)c2cc1C,.,-230,9.1,.,-9,-219,-91,.,7,7,3
Cc1ccc(C)c(NCC(=O)NNC(=S)Nc2ccccc2)c1,5,16,0.2,14,-3,3,-3,3,2,-10,5
CCCSc1ccc(-c2nn(-c3ccccc3)cc2/C=C(/C#N)C(=O)N2CCOCC2)cc1,2,-39,0.4,8,-6,-100,-17,-23,1,-6,-8
CC(=O)Nc1ncc2c(n1)CC(c1ccco1)CC2=O (stereo unspecified),-1,11,0.5,-2,-5,-1,1,-4,10,-13,-7
O=C(NNC(=O)c1ccc(NC(=O)C2CC2)cc1)c1ccc(F)cc1,.,-11,0.5,-4,.,-11,-19,-5,8,-12,2
Fc1ccc2c(c1)C(c1ccncc1)=NNC(c1ccccc1)=N2,4,6,0.8,2,-2,14,-8,10,-2,4,14
Cc1ccc(C(=O)CSc2nnc3n2CCCCC3)s1,2,-160,-0.9,-1,-3,-120,-81,-40,-3,-25,3
COc1cccc(NC(=O)C2(C)CCN2Cc2ccccc2OC(F)F)c1 (stereo unspecified),.,6,-0.3,-3,-14,4,-21,.,1,14,-11
